Source: PubChem
AmpC det inh: inhibitors of E. coli AmpC beta-lactamase with detergent; P00811; purified AmpC, nitrocefin hydrolysis with detergent; Potency, µM (doses to about 28.7 µM), for inactives: at the top dose activity change, negative = inhibition; 71,000 compounds, 0.09% hits; active = well fitted curve in the direction sought with a large enough effect
Target sequence (P00811 whole entry, looked up): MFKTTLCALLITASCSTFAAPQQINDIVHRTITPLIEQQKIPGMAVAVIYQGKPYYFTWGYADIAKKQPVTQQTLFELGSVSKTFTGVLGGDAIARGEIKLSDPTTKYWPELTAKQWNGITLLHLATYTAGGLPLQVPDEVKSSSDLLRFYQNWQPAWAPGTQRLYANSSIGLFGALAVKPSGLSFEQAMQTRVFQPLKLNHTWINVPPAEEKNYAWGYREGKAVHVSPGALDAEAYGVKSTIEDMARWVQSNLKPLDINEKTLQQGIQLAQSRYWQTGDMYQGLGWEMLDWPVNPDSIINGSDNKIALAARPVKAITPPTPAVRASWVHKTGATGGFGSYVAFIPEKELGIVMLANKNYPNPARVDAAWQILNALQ
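E. coli AmpC (5.3 nM) in 20 mM phosphate pH 7.0 with 0.01% Triton X-100, preincubated 15 min RT with compound; nitrocefin (2 uL of 800 uM stock) hydrolysis followed by 480 nm absorbance every 20 s over 4 min.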
* hit, by the source's call; [ ] = another dose, or the depositor's remark. % is scaled to controls: 0 for no effect and ±100 for the full control effect; potency is read from the fitted curve at half-maximal effect. Only part of the results is shown; the hit share may differ from the screen's.

canonical_smiles | AmpC det inh
Cc1nn(C)c(C)c1NC(=O)CCSc1nc(-c2ccco2)cc(C(F)(F)F)n1 | 6.5%
O=C(O)CC1C(=O)NCCN1CCCc1ccccc1 (configuration not stated) | 10.2%
COc1ccccc1-n1c(SCC(=O)NC(C)(C)C)nnc1-c1ccco1 | 8.8%
Cc1nc2nc[nH]c2cc1Br | 4.5%
COCC(=O)N1CCC[C@@]2(CCN(Cc3ccccc3)C2)C1 | -0.8%
Cc1ccc2cc(C(c3nnnn3C3CCCC3)N3CCN(c4ccc(F)cc4)CC3)c(=O)[nH]c2c1 (configuration not stated) | -5.1%
COc1ccc2cc(C(c3nnnn3Cc3ccccc3)N3CCCCCC3)c(=O)[nH]c2c1 (configuration not stated) | 8.7%
Cc1ccn2cc(-c3nonc3C)cc2c1 | 13.7%
CCN(C(=O)COC(=O)c1c(-c2ccccc2)noc1C)C1CCS(=O)(=O)C1 (configuration not stated) | -4.6%
Cc1cc(NS(=O)(=O)c2ccc(NC(=O)c3cnc4scc(C)n4c3=O)cc2)nc(C)n1 | 10.8%
O=C(NC1CC1)C1CSC(c2cccnc2)=N1 (configuration not stated) | -1.3%
Oc1ccc2[nH]cnc2c1CN1CCCCC1 | 1.1%
O=C(CSc1nn(-c2ccc(F)cc2)c(=S)s1)N1CCN(C(=O)c2ccco2)CC1 | 1.8%
Cc1ccc(NC(=O)CSc2n[nH]c(-c3ccncc3)n2)cc1 | -3.5%
CCCCSc1nnc([C@@H](NC(=O)OC(C)(C)C)C(C)C)o1 | -1.3%
COCCCNC(=O)CCn1c(=O)c2ccccc2n(CC(=O)Nc2c(C)cccc2C)c1=O | 13.5%
CCN1CCCC1CNC(=O)C(NC(=O)C1CCC(C)CC1)C(C)C (configuration not stated) | 13.2%
Cc1ccc(C(C)C)c(OCc2nnc3n2CCCCC3)c1 | -1.3%
CCc1cc2ccccc2nc1SCC(=O)Nc1cc(C)on1 | 0.2%
O=C1CCCc2nc(N3CCN(c4ccccc4)CC3)ncc21 | 1.0%
C=CCN(CC=C)C(=O)C1CCC(C(=O)N(CC=C)CC=C)CC1 (configuration not stated) | -3.5%
CN(c1nc2ccccc2n2c(-c3ccco3)nnc12)S(=O)(=O)c1ccccc1 | 10.4%
CCN1C2=NCCCN2c2cc(C)c(C)cc21 | -1.1%
CC(C)NC(=O)N1CC2(CCN(C(=O)c3cc(C(F)(F)F)cc(C(F)(F)F)c3)CC2)C1 | -4.2%
CSc1nc2cc(Cl)ccc2s1 | 0.0%

Carrying on.
canonical_smiles | AmpC det inh
O=c1c2c3c(sc2n(CCN2CCOCC2)c(=O)n1Cc1ccco1)CCCCC3 | -4.7%
COc1cc(NC(=O)CN2CCN(c3ccccc3F)CC2)cc(OC)c1 | -4.9%
CCOC(=O)c1ccc(NC(=O)COC)cc1 | -3.6%
CCOC(=O)N1CCN(CCC(=O)Nc2cccc(Br)c2)CC1 | -1.7%
COCC(=O)N1CCC2(CCCN(C(c3ccccc3)c3ccccc3)C2)CC1 | 1.6%
CN1C(=O)NC(c2ccccc2)C2=C1CN(c1cccc(C(F)(F)F)c1)C2=O (configuration not stated) | 6.8%
CC(=O)c1sc(NC(=O)C2COc3ccccc3O2)nc1C (configuration not stated) | 13.4%
CCOc1cccc2c1OC1(C)CC2NC(=O)N1c1ccc(OC)cc1 (configuration not stated) | 14.9%
CCOC(=O)c1ccc(N2C(=O)CC(NC3CCN(C(=O)c4ccc(F)cc4)CC3)C2=O)cc1 (configuration not stated) | -4.0%
Cc1nc(NCC2CCCO2)[nH]c(=O)c1CCC(C)C (configuration not stated) | -4.4%
Cc1oc(-c2ccccc2F)nc1CN1CCC(C(=O)NCCC2=CCCCC2)CC1 | -1.6%
O=C(CSCc1cnn(-c2ccccc2)c1-n1cccc1)NCc1ccc2c(c1)OCO2 | -3.6%
COc1ccc(OC)c(CC(NC(C)=O)C(=O)NC2CCN(c3nc(C)cc(C)c3C#N)CC2)c1 (configuration not stated) | 16.4%
COc1ccc(C2=NOC(C(=O)NCc3ccco3)C2)cc1OC (configuration not stated) | -4.1%
Cc1cc(C)cc(NC(=O)CCn2ccnc2C)c1 | 27.7%
CN(C)S(=O)(=O)c1cccc(COC(=O)C2=COCCO2)c1 | 1.8%
CC(C)CNC(=O)c1noc2c1CCCC2 | 4.2%
CC(=O)N1c2c(cc(Br)cc2S(=O)(=O)N2CCN(c3ccccn3)CC2)CC1C (configuration not stated) | -4.9%
CCc1nnc(NC(=O)Cc2ccc(OCc3c(C)noc3C)cc2)s1 | -0.4%
CN(C)[C@@H]1C(=O)C(C(N)=O)=C(O)[C@]2(O)C(=O)C3=C(O)c4c(O)cccc4[C@@](C)(O)[C@H]3[C@H](O)[C@@H]12 | -4.8%[12.8 µM]
CCS(=O)(=O)N1CCN(C(=O)c2cc(OC)cc(OC)c2)CC1 | 0.7%
O=C(O)c1cc(S(=O)(=O)NCC2CCCO2)ccc1Cl (configuration not stated) | 7.3%
Cc1c(Cl)cccc1NC(=O)CSc1nnc(C)n1-c1ccccc1 | -7.4%
COCCCNc1nc2c([nH]1)c(=O)[nH]c(=O)n2C | -3.2%
[Li+] | -0.4%

The list continues:
canonical_smiles | AmpC det inh
COc1ccc(-n2c(=O)cnc3cnc(N4CCNCC4)nc32)cc1 | -3.8%
Cc1cccc(C)c1NC(=O)C(c1ccccc1)N1CCC2(CC1)OCCO2 (configuration not stated) | -3.6%
CN(C(=O)C1CCOC1)c1nnc(C2CCOC2)s1 (configuration not stated) | 11.8%
CN1CCN(C(=O)Cc2nc3ccccc3[nH]2)CC1 | -0.2%
CN1CCN(C(=O)C2CCCCC2C(=O)O)CC1 (configuration not stated) | 10.6%
O=C1C2CC=C(Cl)CC2C(=O)N1c1ncn[nH]1 (configuration not stated) | -0.7%
CCOC(=O)/N=C(/NC(=O)Nc1ccc(C(=O)OCC)cc1)OC | -2.6%
O=C(CS(=O)(=O)Cc1ccccc1)Nc1ncccn1 | -6.1%
COc1cc(S(=O)(=O)N(C)C)ccc1F | -3.8%
CC(=O)c1ccc(N2CCN(C(=O)c3ccc(OCc4c(C)noc4C)cc3)CC2)cc1 | -1.0%
CCCC(OC(=O)CN1C(=O)COc2ccccc21)C(=O)NC1CCCC1 (configuration not stated) | 10.9%
O=C(O)CCC(=O)Nc1ccccc1C(=O)NC1CCCCC1 | -3.0%
CSCCNC(=O)c1ccc(C(C)(C)C)cc1 | -4.6%
CC(C)(C)n1nc2c(c1NC(=O)c1cccs1)CS(=O)C2 (configuration not stated) | 0.0%
Nc1nc(-c2cccnc2)nn1C(=O)COc1ccccc1 | -3.6%
Cc1noc(NS(=O)(=O)c2ccc(N/C=C/C(=O)c3ccc4c(c3)OCO4)cc2)c1C | 9.8%
COc1ccccc1NC(=O)Cc1cccs1 | -4.4%
Cc1ccc(SCCC(=O)NCC2CCCO2)cc1 (configuration not stated) | -1.5%
CN1C(=O)N(C)C2C1N(CN1CCCCC1)C(=O)N2CN1CCCCC1 (configuration not stated) | 7.7%
CCc1c(C)n([O-])c2c([n+]1=O)CCCCC2 | 5.0%
Cc1cscn1 | 9.6%
Nc1ccccc1C#CCCCCO | -1.6%
O=C(CSc1nnc(Cn2c(=O)sc3ccccc32)n1-c1ccccc1)NCC1CCCO1 (configuration not stated) | 6.2%
O=C1OCCC1Sc1nc2cc(Cl)ccc2s1 (configuration not stated) | -3.9%
CCOC(=O)c1sc(=S)n(-c2cccc(OC)c2)c1N | 12.9%

Three compounds already listed, sorted by SMILES length, highest first:
canonical_smiles | AmpC det inh
Cc1noc(NS(=O)(=O)c2ccc(N/C=C/C(=O)c3ccc4c(c3)OCO4)cc2)c1C | 9.8%
CSCCNC(=O)c1ccc(C(C)(C)C)cc1 | -4.6%
COc1cc(S(=O)(=O)N(C)C)ccc1F | -3.8%

The listing picks up, repeating the six entries before the break.
canonical_smiles | AmpC det inh
CCc1c(C)n([O-])c2c([n+]1=O)CCCCC2 | 5.0%
Cc1cscn1 | 9.6%
Nc1ccccc1C#CCCCCO | -1.6%
O=C(CSc1nnc(Cn2c(=O)sc3ccccc32)n1-c1ccccc1)NCC1CCCO1 (configuration not stated) | 6.2%
O=C1OCCC1Sc1nc2cc(Cl)ccc2s1 (configuration not stated) | -3.9%
CCOC(=O)c1sc(=S)n(-c2cccc(OC)c2)c1N | 12.9%
O=C(CNC(=O)Cn1ccc2ccccc2c1=O)NCCCN1CCN(c2cccc(Cl)c2)CC1 | 7.2%
O=C(c1ccco1)N1CCC2(CC1)CCN(c1ncccn1)CC2 | -1.3%
Cc1cc(N2CCC(C)CC2)n2ncc(-c3ccccc3)c2n1 | -2.6%
O=C(Cc1ccccc1)Oc1ccccc1N1C(=O)CCC1=O | -6.0%
COC(=O)c1c(C)[nH]c(C(=O)C(C)Sc2nnc(-c3cc(OC)c(OC)c(OC)c3)o2)c1C (configuration not stated) | -2.7%
Cc1n[nH]c(=O)nc1NCC1CCCO1 (configuration not stated) | -4.2%
Cc1c(-c2nc(N)nc(C3CC3)c2C)nc(N)nc1C1CC1 | -1.4%[5.75 µM]
COCC(=O)N(C)c1nnc(-c2ccccn2)s1 | 12.5%
COc1ccccc1-c1cc(C(=O)NCCN2CCOCC2)no1 | -3.0%
CN(C(=O)c1cccnc1)c1nnc(-c2ccccn2)s1 | -1.4%
Cc1cc(NC(=O)C2CCCCC2C(=O)O)no1 (configuration not stated) | -6.8%
COCCNS(=O)(=O)c1ccc(OCC(=O)OC)c(Cl)c1 | -1.1%
O=C1CSC(=NC2CCCCC2)N1 | 11.0%
COc1cccc(N(CC(=O)O)S(=O)(=O)c2ccccc2)c1 | -4.8%
O=C(CCN1C(=O)COc2ccccc21)NCc1cccs1 | -0.2%
CC1(C)O[C@@H]2O[C@H]([C@@H]3COC(C)(C)O3)[C@H](N)[C@H]2O1 | -1.8%[5.75 µM]
CCN(CC)C(=O)CSc1nc2ccccc2c(=O)n1-c1ccccc1OC | 14.1%
CC1CCN(C(=O)CSc2nnc(CNC(=O)c3ccco3)o2)CC1 | -0.9%
CC(CN1CCCC1)OC(=O)COc1ccccc1 (configuration not stated) | 10.7%
CC(C)CC(=O)Nc1ccc(-c2cn3ccsc3n2)cc1 | -3.9%
COc1ccc(CN2CCN(C(=O)CC(C)C)CC2)c2ccccc12 | -4.4%
CCOC(=O)c1[nH]c(C)c(/C=N/O)c1C | 24.2%
COc1ccc(Cn2nnnc2C(c2cccs2)N2CCSCC2)cc1 (configuration not stated) | 10.5%
N#Cc1c(SCC(N)=O)nc2c(c1-c1ccc(O)cc1)CCCC2 | 1.4%
Cc1c(C(=O)Nc2ccncc2)oc2ccccc12 | 13.1%

3 entries drawn at random from those above, as already listed:
canonical_smiles | AmpC det inh
COCCNS(=O)(=O)c1ccc(OCC(=O)OC)c(Cl)c1 | -1.1%
N#Cc1c(SCC(N)=O)nc2c(c1-c1ccc(O)cc1)CCCC2 | 1.4%
Cc1cc(NC(=O)C2CCCCC2C(=O)O)no1 (configuration not stated) | -6.8%

Other results follow:
canonical_smiles | AmpC det inh
Brc1c(CSc2nncn2-c2ccccc2)nc2sccn12 | -0.7%
CCC(C)NC(=O)C(NS(=O)(=O)c1cccc2nsnc12)c1ccccc1 (configuration not stated) | -2.6%
CN1C(=O)N(C)C(NC(=O)Nc2ccccc2)C1NC(=O)Nc1ccccc1 (configuration not stated) | 14.2%
COc1ccccc1OCc1nnc(SCC(=O)NCc2ccco2)n1Cc1ccco1 | -1.4%
COc1ccc(CC(NC(C)=O)C(=O)NC2CCN(c3c4c(nc5ncnn35)CCC4)CC2)cc1 (configuration not stated) | 12.3%
COc1ccc(S(=O)(=O)N2CCN(C(=O)[C@@H]3CCC(=O)N3C3OC(=O)c4ccccc43)CC2)cc1 (some centres not stated) | -2.2%
CS(=O)(=O)N(C(=O)NC(=O)NC1CCS(=O)(=O)C1)C1CCCCC1 (configuration not stated) | -1.2%
c1cc2c(cc1Nc1nc(-c3ccc4c(c3)OCO4)cs1)OCCO2 | -0.1%
O=C(Nc1ccc(N2CCCC2)cc1)c1ccc(Br)o1 | -0.2%
CSc1cccc(NC(=O)OC2CCCCCCCCCCC2)c1 | -2.9%[5.75 µM]
COc1ccc(NC(=O)CN2CCN(CC(=O)Nc3ccc4c(c3)OCO4)CC2)cc1 | 12.8%
COc1cc(NC(=O)c2cc3ccccc3o2)c(OC)cc1Cl | -0.9%
CCOc1cccc(C(=O)N(Cc2ccc(F)cc2)C2CCS(=O)(=O)C2)c1 (configuration not stated) | -1.0%
COc1ccc(C(C)C)cc1S(=O)(=O)Nc1ccc(Cl)cn1 | 15.5%
O=C(OCC(=O)N1CCCCC1)c1c[nH]c(=O)[nH]c1=O | -2.0%
CC(C)C12CN3CC(C(C)C)(CN(C1)C3c1ccccc1)C2O (configuration not stated) | 0.8%
Oc1ccc2c3c1O[C@H]1[C@@H](O)CC[C@]4(O)[C@H](C2)N(CC2CCC2)CC[C@@]314 | -0.6%[12.8 µM]
O=C1CC(c2ccccc2)Sc2ccccc2N1 (configuration not stated) | 1.4%
COc1ccc(C2C(C(=O)Nc3ccccc3OC)=C(C)Nc3nnnn32)c(OC)c1 (configuration not stated) | 0.0%
COc1ccc(OCCC(=O)OCC(=O)NCc2ccco2)cc1 | 18.5%
CCOc1cccc(NC(=O)c2ccc(S(=O)(=O)N(C)C)cc2)c1 | 14.4%
O=S1(=O)N=C(Nc2ccc(N3CCOCC3)cc2)c2ccccc21 | -0.7%
Cc1c(C(N)=O)c(N)c(C(=O)c2ccccc2)n1-c1ccccc1 | -0.7%
CC1(c2cccs2)CC(c2cccs2)=C(C#N)C(=O)N1 (configuration not stated) | 20.8%
O=C(CN1CCC(NC(=O)c2cccc(F)c2)CC1)NCc1ccccc1F | 7.3%
